Source: PubChem
TrxR1 inh: qHTS Assay for Inhibitors of Mammalian Selenoprotein Thioredoxin Reductase 1 (TrxR1): qHTS. 1% of 390,000 active. Potency, µM (doses to about 114 µM), inactives show at the top dose activity change, negative = inhibition, hits mostly inhibitors. Thioredoxin reductase 1, cytoplasmic (Rattus norvegicus), O89049. recombinant rTrxR1, NADPH fluorescence consumption, selenite substrate; further: potency means the concentration at half of the fitted maximal effect; on the % scale 0 is the no-effect control and ±100 the full control effect; nearly all actives have a fitted effect of over 65% in size
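Rat TrxR1 (90 nM in the dispensed reagent) was pre-reduced with 400 uM NADPH for 5 min at room temperature, then incubated with compound for 15 min. After 400 uM selenite was added, NADPH fluorescence (Ex 340/Em 450 nm) was followed for 8 min.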
TrxR1 substrate: qHTS Assay for Substrates of Mammalian Selenoprotein Thioredoxin Reductase 1 (TrxR1): qHTS; Thioredoxin reductase 1, cytoplasmic (Rattus norvegicus), O89049; purified TrxR1 substrate turnover, NADPH consumption readout; Potency, µM (top dose mostly 114 µM), inactives show at the highest dose activity change, negative = substrate turnover; 0.01% of 390,000 active; further: potency means the concentration at half of the fitted maximal effect; on the % scale 0 is the no-effect control and ±100 the full control effect; nearly all actives have a fitted effect of over 50% in size
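Rat TrxR1, dispensed at 90 nM, was prereduced with 400 uM NADPH (final) for 5 min at ~22 deg C, then incubated with compound 15 min before 400 uM selenite. A first-read NADPH fluorescence drop versus no-compound background flagged substrates.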
mIDH1 inhibitor: qHTS for Inhibitors of mutant isocitrate dehydrogenase 1 (IDH1): qHTS; AID 602179, 2012; IDH1-R132H enzyme, NADPH consumption, diaphorase/resazurin fluorescence; Potency, µM (top dose mostly 76.6 µM), inactives show top-dose activity change, negative = inhibition, usual class: inhibitors; 0.093% of 390,000 active; Isocitrate dehydrogenase [NADP] cytoplasmic (Homo sapiens), O75874; further: potency means the concentration at half of the fitted maximal effect; on the % scale 0 is the no-effect control and ±100 the full control effect; nearly all actives have a fitted effect of over 65% in size
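IDH1-R132H (0.5 ug/mL) preincubated 30 min with compound, then NADPH (0.016 mM) and alpha-KG (2 mM) added; 80 min at RT, pH 7.5. Remaining NADPH coupled via diaphorase/resazurin to fluorescence (540/590 nm); concentration-response curves normalized to no-enzyme control.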
USP1-UAF1 inh: Inhibitors of USP1/UAF1: Primary Screen. Ubiquitin carboxyl-terminal hydrolase 1 (Homo sapiens), O94782. recombinant USP1/UAF1, Ub-Rhodamine cleavage fluorescence. Potency, µM (top dose mostly 57.1 µM), inactives show top-dose activity change, negative = inhibition, most hits filed as inhibitors. 0.23% of 390,000 active; further: potency means the concentration at half of the fitted maximal effect; on the % scale 0 is the no-effect control and ±100 the full control effect; nearly all actives have a fitted effect of over 60% in size; inactives centre near -12
Target sequence (O94782 whole entry, looked up): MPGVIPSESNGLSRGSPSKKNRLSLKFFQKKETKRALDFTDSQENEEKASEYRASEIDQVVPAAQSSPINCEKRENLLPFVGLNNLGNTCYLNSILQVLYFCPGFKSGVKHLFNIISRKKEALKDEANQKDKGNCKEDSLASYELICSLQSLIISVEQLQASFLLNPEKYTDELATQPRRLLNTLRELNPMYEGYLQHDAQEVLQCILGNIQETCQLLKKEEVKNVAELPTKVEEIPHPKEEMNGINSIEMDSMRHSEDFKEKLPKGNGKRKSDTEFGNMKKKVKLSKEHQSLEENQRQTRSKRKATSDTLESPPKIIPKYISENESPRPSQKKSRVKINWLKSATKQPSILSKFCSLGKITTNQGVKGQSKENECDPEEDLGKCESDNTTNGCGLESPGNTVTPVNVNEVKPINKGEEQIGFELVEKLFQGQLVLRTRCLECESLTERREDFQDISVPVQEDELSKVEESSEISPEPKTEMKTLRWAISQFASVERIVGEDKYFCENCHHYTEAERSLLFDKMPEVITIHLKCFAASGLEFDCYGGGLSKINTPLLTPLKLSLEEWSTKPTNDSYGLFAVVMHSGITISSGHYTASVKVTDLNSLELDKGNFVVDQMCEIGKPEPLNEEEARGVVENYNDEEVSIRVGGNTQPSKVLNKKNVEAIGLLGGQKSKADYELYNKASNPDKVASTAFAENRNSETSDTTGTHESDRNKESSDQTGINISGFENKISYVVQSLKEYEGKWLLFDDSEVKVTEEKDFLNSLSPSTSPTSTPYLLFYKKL
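High-throughput fluorogenic screen: 1nM USP1/UAF1 complex, Ub-Rho substrate 150nM final, 50mM HEPES pH 7.8 with 0.5mM EDTA, 0.1 mg/ml BSA, 1mM TCEP and 0.01% Tween-20.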
GLS inh: qHTS for Inhibitors of Glutaminase (GLS); Glutaminase kidney isoform, mitochondrial (Homo sapiens), O94925; AID 624170, 2012; 0.21% of 410,000 active; Potency, µM (titrated, usually from 45.5 µM), without a hit: top-dose activity change, negative = inhibition, most hits filed as inhibitors; GLS enzymatic activity, qHTS titration; further: potency means the concentration at half of the fitted maximal effect; on the % scale 0 is the no-effect control and ±100 the full control effect
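Coupled fluorescence readout: glutamate oxidase/HRP/Amplex Red detect glutamate formed by hKGA from L-glutamine (1 mM solution added). Buffer 45 mM KH2PO4 pH 8.2, 0.02% Tween-20; reads at t0 and 30 min RT.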
Pin1 inh: qHTS Assay to Find Inhibitors of Pin1; Peptidyl-prolyl cis-trans isomerase NIMA-interacting 1 (Homo sapiens), Q13526; Pin1 FP peptide displacement, HiFluor488, 10 min; Potency, µM (doses to about 115 µM), without a hit: at the highest dose activity, negative = inhibition, actives largely listed as inhibitors; 0.009% of 390,000 active; AID 504891, 2011; active means well fitted inhibition curve with a large enough effect in the polarisation, with a control signal flat, not every such curve was filed as active; inconclusive means small, poorly fitted or top-dose-only effect, or effect the other way, or a change in a side signal; inactive means no such curve, though single readings can be large or run the other way; the % refers to the polarisation; further: potency means the concentration at half of the fitted maximal effect; on the % scale 0 is the no-effect control and ±100 the full control effect
PI4K2A inh: qHTS for small molecular inhibitors of PI4K2A; activity change, negative = inhibition, % at 76.9 µM; Phosphatidylinositol 4-kinase type 2-alpha (Homo sapiens), Q9BTU6; 0.13% of 420,000 active; purified PI4K2A, ADP-Glo luminescence, 1 h; active compounds read low; in the data active means activity change below about -50%; inconclusive means mostly about -30% to -49%;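 further: -100% = wells without enzyme as full effect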
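Compounds are screened against recombinant PI4K2A using PI as substrate and ATP, the latter dispensed at 300 microM. Reactions run one hour at ambient temperature before ADP-Glo detection; full inhibition defined by wells lacking enzyme.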
Tb PGK inh: qHTS Assay to Find Inhibitors of Phosphoglycerate Kinase; Phosphoglycerate kinase, glycosomal (Trypanosoma brucei brucei), P07378; PGK/GAPDH coupled, Kinase-Glo luminescence, 60 min; Potency, µM (series often up to 57.5 µM), without a hit: at the highest dose activity change, negative = inhibition, actives largely listed as inhibitors; 0.043% of 380,000 active; further: potency means the concentration at half of the fitted maximal effect; on the % scale 0 is the no-effect control and ±100 the full control effect; nearly all actives have a fitted effect of over 60% in size
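Recombinant glycosomal PGK reaction used 1,3-bisphosphoglycerate generated in-well by GAPDH (100nM final) in 100mM TEA pH 7.6, 5mM MgCl2, 0.01% Tween-20. After 60 minutes at room temperature, ATP was read by Kinase-Glo Plus luminescence end-point.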
HP1b chromo inh: HTS for Inhibitors of HP1-beta Chromodomain Interactions with Methylated Histone Tails; Chromobox protein homolog 1 (Homo sapiens), P83916; AlphaScreen HP1-beta / biotin-H3K9me3 peptide binding; Potency, µM (highest dose often 114 µM), without a hit: at the highest dose activity change, negative = inhibition, usual class: inhibitors; 0.56% of 390,000 active; AID 540317, 2011; further: potency means the concentration at half of the fitted maximal effect; nearly all actives have a fitted effect of over 70% in size; inactives centre near 23
Target sequence (P83916 whole entry, looked up): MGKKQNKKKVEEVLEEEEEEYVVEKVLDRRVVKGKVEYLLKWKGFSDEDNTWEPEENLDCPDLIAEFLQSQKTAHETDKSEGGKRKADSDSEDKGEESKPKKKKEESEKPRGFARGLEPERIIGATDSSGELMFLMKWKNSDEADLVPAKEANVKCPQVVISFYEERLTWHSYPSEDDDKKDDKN
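HP1-beta protein (50 nM final) preincubated 30 min at room temperature with biotinylated H3(1-18)K9me3 peptide (50 nM) in PBS pH 7.4, 0.01% Tween-20, then compound added for 30 min. AlphaScreen streptavidin donor/nickel chelate acceptor beads (10 ug/mL final), 30 min dark, luminescence read.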
An asterisk follows results filed as active; i = inactive; ? = inconclusive; . = no result given; [ ] = remark or other dose. Unless noted, the call rests on the fitted dose curve; in most records, active means well fitted curve in the direction sought with a large enough effect; inconclusive means small, poorly fitted or top-dose-only effect, or another doubt; inactive means no such curve, though single readings can be large; an effect the other way counts as inactive or inconclusive. An excerpt; the hit share may differ from the screen's.

molecule | TrxR1 inh | TrxR1 substrate | mIDH1 inhibitor | USP1-UAF1 inh | GLS inh | Pin1 inh | PI4K2A inh | Tb PGK inh | HP1b chromo inh
O=c1oc(-c2ccc([N+](=O)[O-])cc2)nc2ccccc12 | 3% | 6% | 13% | -10% | 1% | 3% | -4 | -6% | 12%
COc1ccc(-c2ccc(SCC(=O)N3CCOCC3)nn2)cc1 | 7% | 4% | 11% | -6% | -3% | -1% | 5 | -1% | 25%
COc1ccc(CN(C(=O)CSc2nnc(-c3ccc(F)cc3)o2)c2ccc(F)cc2)cc1 | 18% | 7% | 2% | -16% | 0% | ? | 0 | . | 42%[activator]
Cc1cccc(N2CCN(C(=S)Nc3ccc4nc5n(c(=O)c4c3)CCCCC5)CC2)c1C | 14%[57.1 µM] | 4%[57.1 µM] | 3% | -2% | 1% | 2% | 2 | i | 25%
CC(C)CC(=O)Nc1ccc(C(=O)OCc2cc(=O)n3nc(C(C)C)sc3n2)cc1 | 12%[57.1 µM] | -4%[57.1 µM] | -21% | -22% | -1% | 5% | -2 | 4% | 24%
O=C(NNC(=O)c1ccccc1Br)c1ccc2nc[nH]c2c1 | 36% | 2% | 22% | -15% | 17% | -7% | -3 | -8% | -7%
Cc1nn(-c2ccccc2)nc1C(=O)NNC(=O)c1cccc2ccccc12 | 4% | ? | -7% | 3% | 5% | 2% | -10 | 1% | 26%
Cc1[nH]c2ccccc2c1C(=O)CSC(=S)N(C)C | -3% | -8% | 8% | -4% | 2% | -1% | -4 | -4% | 12%
CC1CC(C)CN(C(=O)C2CC(=O)N(c3ccc(F)cc3)C2)C1 (centres undefined) | 14% | 5% | 1% | -9% | -2% | -6% | 5 | -4% | 23%
CC(=O)c1ccc(NC(=O)CCn2nc(C)c(S(=O)(=O)N3CCC(C)CC3)c2C)cc1 | -4%[57.1 µM] | -4%[57.1 µM] | 9% | -4% | 2% | -3% | 1 | -10% | 24%
O=C(c1ccccc1CCc1ccccc1)N1CCOCC1 | 7% | -2% | 13% | -13% | 0% | -1% | -3 | 8% | 37%
Cc1nn(-c2ccc(F)cc2)c(Cl)c1/C=C(\CCC(=O)O)c1nc2ccccc2s1 | 7% | -7% | 0% | -6% | 16% | -11% | -4 | -2% | 7%
Cn1c(=O)[nH]c(=O)c2c1nc(SCC(O)CO)n2CCCc1ccccc1 (centres undefined) | 33% | 6% | 2% | -23% | -5% | 1% | -1 | i | 68%[activator]
CCc1ccc(S(=O)(=O)NC2CCCCNC2=O)cc1 (centres undefined) | 12% | 6% | 6% | -18% | 0% | 7% | -1 | -1% | 72%[activator]
CCOc1ccc(CN(C)C(=O)CNC(=O)C2CCCCC2)cc1OC | 7% | 1% | -3% | -22% | 4% | -9% | -2 | i | 22%
CC(CN1CCC(O)CC1)c1ccccc1 (centres undefined) | 6%[57.1 µM] | 6%[57.1 µM] | 2% | -4% | 6% | 1% | -22 | 4% | ?
Cc1cccc(C)c1NC(=O)CN(Cc1ccc(Br)cc1)S(=O)(=O)c1ccccc1 | 21% | -1% | -5% | -23% | 7% | 0% | -1 | 0% | 35%[activator]
CCn1c(CC(=O)Nc2cccc(OC)c2)nnc1SCC(=O)N1CCN(c2ccccc2)CC1 | ? | 3%[57.1 µM] | -5% | -8% | 6% | 3% | -6 | -8% | 6%
CC1c2[nH]c3ccccc3c2C[C@H]2C(=O)N(CCCN(C)C)CC(=O)N12 (some centres undefined) | 26%[57.1 µM] | 15%[57.1 µM] | 0% | -14% | -1% | -3% | 3 | 7% | 3%
CCCCn1c(=O)[nH]c(=O)c2c1nc(Cn1ncc(Cl)c(Cl)c1=O)n2CCC | 50µM* | 11% | 3% | -20% | -15% | ? | -16 | 0% | -27%[57 µM]

A portion from further up, for reference:
molecule | TrxR1 inh | TrxR1 substrate | mIDH1 inhibitor | USP1-UAF1 inh | GLS inh | Pin1 inh | PI4K2A inh | Tb PGK inh | HP1b chromo inh
Cc1cccc(C)c1NC(=O)CN(Cc1ccc(Br)cc1)S(=O)(=O)c1ccccc1 | 21% | -1% | -5% | -23% | 7% | 0% | -1 | 0% | 35%[activator]
CCn1c(CC(=O)Nc2cccc(OC)c2)nnc1SCC(=O)N1CCN(c2ccccc2)CC1 | ? | 3%[57.1 µM] | -5% | -8% | 6% | 3% | -6 | -8% | 6%
CC1c2[nH]c3ccccc3c2C[C@H]2C(=O)N(CCCN(C)C)CC(=O)N12 (some centres undefined) | 26%[57.1 µM] | 15%[57.1 µM] | 0% | -14% | -1% | -3% | 3 | 7% | 3%
CCCCn1c(=O)[nH]c(=O)c2c1nc(Cn1ncc(Cl)c(Cl)c1=O)n2CCC | 50µM* | 11% | 3% | -20% | -15% | ? | -16 | 0% | -27%[57 µM]

New compounds follow.
molecule | TrxR1 inh | TrxR1 substrate | mIDH1 inhibitor | USP1-UAF1 inh | GLS inh | Pin1 inh | PI4K2A inh | Tb PGK inh | HP1b chromo inh
O=S(=O)(c1ccc(F)cc1)N1CCN(Cc2nnc(-c3ccccc3)o2)CC1 | 24% | -3% | 2% | -9% | -2% | -12% | -2 | -10% | -36%
C/C(=N\OC(=O)c1c(-c2ccccc2Cl)noc1C)c1ccncc1 | 21%[57.1 µM] | 5%[57.1 µM] | -4% | -21% | 1% | -7% | 5 | -1% | 1%
O=C(CCc1ccccn1)NC1CCCc2c1cnn2-c1ccc(F)cc1F (centres undefined) | 27% | 0% | 3% | -9% | 0% | 12% | -1 | -8% | 44%[activator]
CC(=O)c1ccc(-n2c(CCC(=O)O)ccc2-c2ccc(C)cc2)cc1 | -29% | -6% | 0% | -14% | 4% | -9% | 2 | -9% | -15%
CCOCc1nnc(NC(=O)C2CCN(C(=O)c3ccco3)CC2)s1 | 14%[57.1 µM] | 11%[0.0914 µM] | 1% | -3% | 1% | -5% | 0 | -1% | -1%
COc1ccc(/C=N/Nc2cc(C)nc(-n3nc(C)cc3C)n2)c(OC)c1 | -20% | -14% | -5% | -12% | 11% | 4% | 3 | -1% | -7%
Fc1ccc(OCc2nc3ccccc3s2)cc1 | 7%[57.1 µM] | 4%[57.1 µM] | 6% | 4% | -17% | ? | -7 | i | 69%[activator]
CCOC(=O)Cn1c(=O)oc2cc(S(=O)(=O)N3CCc4ccccc43)ccc21 | -1% | -5% | 10% | -26% | 4% | -4% | -1 | -11% | 41%[activator]
Cc1ccc2cc(CN(Cc3ccco3)S(=O)(=O)c3c(C)ccc4nsnc34)c(=O)[nH]c2c1 | 13µM* | -4% | 0% | -17% | 0% | 21% | -2 | -3% | -12%
C/C(=N\NC(=O)c1ccc(C)cc1C)c1ccc2c(c1)OCO2 | 4% | -2% | -1% | -3% | 4% | 5% | -6 | 4% | 19%
Cc1cc(C)nc(SCc2nnc(SCC(=O)N3CCOCC3)o2)n1 | 0% | 0% | 5% | -7% | -22% | 1% | 2 | i | 56%[activator]
Cc1ccc(C)c(N2CCN(CCCNC(=O)c3cnn(-c4ccccc4)c3C3CCN(C(=O)OC(C)(C)C)CC3)CC2)c1 | -14% | -19% | 17% | -37% | 3% | -2% | -5 | 3% | -16%
COC(=O)CSc1nnc(-c2cccs2)n1-c1ccc(Cl)cc1 | 2% | -3% | 16% | -7% | 12% | ? | 1 | -1% | 33%[activator]
CC1(C)Cc2c(C#N)c(N3CCN(C(=O)c4ccccc4Cl)CC3)nc(-c3ccco3)c2CS1 | 13µM* | 24%[57.1 µM] | -2% | -24% | 8% | ? | -53* | -1% | -14%
CN(Cc1ccccc1)C1CCN(Cc2ccccc2[N+](=O)[O-])CC1 | 6% | -2% | 0% | -14% | 5% | -2% | -1 | -1% | ?
COc1cc(CCN2C(=O)c3cccc4cccc(c34)C2=O)c(S(=O)(=O)NCCO)cc1OC | 7%[57.1 µM] | 6%[57.1 µM] | 1% | -8% | 2% | 23% | 0 | -1% | 54%[activator]
CC(C(N)=O)N1C(=O)C2C3C=CC(C3)C2C1=O (centres undefined) | 8%[57.1 µM] | 8%[57.1 µM] | 0% | -11% | 2% | 1% | 1 | 1% | 29%
CCc1noc(C)c1C(=O)N1CCN(S(=O)(=O)c2ccc(C(C)=O)cc2)CC1 | -9% | -10% | 2% | -11% | 3% | 0% | 6 | -8% | 12%
Cc1ccc(C(=O)NCc2ccc3c(c2)OCO3)cc1S(=O)(=O)N1CCCCC1 | -7% | -9% | 3% | -21% | 5% | -7% | 0 | -6% | 23%
CCCCNC(=O)CSc1nc2ccccc2c(=O)n1CC1COc2ccccc2O1 (centres undefined) | -7% | -6% | 3% | -6% | . | 4% | -5 | 1% | 14%
